# GPR55 LPI antagonism = inhibition of LPI-stimulated GPR55 beta-arrestin translocation – imaging, U2OS, beta-arrestin-GFP, LPI agonist, primary screen (AID 2013); U2OS GPR55 beta-arrestin-GFP translocation imaging, LPI antagonism; higher % means a stronger effect; one-dose inhibition, % at 10 µM; IC50 in µM for titrated hits; hit rate 0.13% among 290,000;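 active = spots per cell inhibited over 60%, with over 100 cells counted and total cytoplasm intensity under 500,000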;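 also: U2OS cells stably carrying GPR55 and arrestin-GFP stimulated by 5 µM LPI near EC80; imaged beta-arrestin-GFP aggregate spots per cell after agonist stimulation; plate controls were LPI-stimulated DMSO wells for no effect and DMSO wells without LPI for full effect; some results filed as inactive read as strong as hits; confirmed hits need IC50 under 10 µM and bright autofluorescent wells are also inconclusive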
# NTR1 agonist = NTR1-driven beta-arrestin-GFP spot formation – imaging, U2OS cells, high content, primary screen (AID 493036); agonist mode; P30989; activation, % at 20 µM; hit rate 0.17% among 330,000;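 active = activation at or above 40% of the spot to cytoplasm intensity ratio, with at least 20 cells analyzed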;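 also: 0% = DMSO without peptide and 100% = 100 nM NTR1 peptide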
# Target sequence (P30989 whole entry, looked up): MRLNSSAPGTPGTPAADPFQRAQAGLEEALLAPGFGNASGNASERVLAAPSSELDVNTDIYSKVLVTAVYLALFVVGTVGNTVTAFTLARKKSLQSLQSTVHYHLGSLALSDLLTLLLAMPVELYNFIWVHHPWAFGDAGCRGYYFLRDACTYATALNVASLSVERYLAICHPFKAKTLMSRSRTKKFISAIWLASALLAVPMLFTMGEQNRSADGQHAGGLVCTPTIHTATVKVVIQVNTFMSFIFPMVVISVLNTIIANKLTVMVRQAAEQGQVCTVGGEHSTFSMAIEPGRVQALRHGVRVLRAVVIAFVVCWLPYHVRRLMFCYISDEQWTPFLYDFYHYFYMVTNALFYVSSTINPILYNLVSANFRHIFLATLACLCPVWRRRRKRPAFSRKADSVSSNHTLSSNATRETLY
# HIV peptide binding = inhibitors of HIV fusion peptide binding, primary screen, biochemical, uHTS, fluorescence dequenching (AID 1986); cell-free peptide binding, fluorescence dequenching, 30 min; higher % means a stronger effect; one-dose inhibition, % at 20 µM; IC50 in µM for titrated hits; hit rate 0.3% among 290,000; in the data active = inhibition mostly above about 52%, no sharp cut-off; inactive = mostly below about 76%; also: some results filed as inactive read as strong as hits
# AID2073 = disruptors of CaV2.2 binding to Mint1 – biochemical, HTRF (AID 2073); HTRF protein-protein interaction, Mint1-CaV2.2; higher % means a stronger effect; hit rate 0.19% among 290,000; one-dose inhibition, % at 20 µM; IC50 in µM for titrated hits; in the data active = inhibition mostly above about 51%, no sharp cut-off; also: some results filed as inactive read as strong as hits
# Siah-1 displacement = Siah-1 peptide-binding antagonists, primary screen, biochemical, fluorescence polarization, rhodamine-plectin, uHTS (AID 1817); Siah-1 / rhodamine-plectin peptide fluorescence polarization; higher % means a stronger effect; displacement, % at 20 µM; hits with a dose series show IC50 in µM; hit rate 0.02% among 290,000;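 active = displacement of at least 50% at 20 µM, with a fluorescence ratio check between 0.3 and a set limit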;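 also: plate controls were Siah plus tracer with DMSO for no effect and tracer alone without Siah for full effect; strong numbers were not always called active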
# K1F lysis inhibition = protection from phage-mediated lysis, alamar blue read-out – E. coli UTI89, K1F phage, bacterial capsule biogenesis inhibitors (AID 488966). E. coli UTI89 K1F phage lysis, alamar blue, 2 h; higher % means a stronger effect. inhibition, % at 100 µM, or IC50 in µM where a hit was titrated. hit rate 0.02% among 340,000;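 active = phage lysis inhibition, versus mean bacterial control, above a set limit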;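 also: capsule biogenesis inhibitors block K1F phage lysis so surviving cells raise fluorescence; higher fluorescence means more inhibition of phage lysis; actives were called in the ten point dose series up to 300 µM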
# Dengue-2 NS5 capping = Dengue-2 NS5 methyltransferase inhibitors, primary screen, biochemical, confirmation dose response (AID 588689) | one-dose inhibition, % at 25 µM; IC50 in µM for titrated hits | hit rate 0.3% among 340,000 | Dengue-2 NS5 methyltransferase capping enzyme assay, biochemical; higher % means a stronger effect; in the data active = a potency from the dose series
# GPR35 arrestin U2OS = inhibition of zaprinast-stimulated GPR35 beta-arrestin translocation – imaging, U2OS, beta-arrestin-GFP, zaprinast agonist, primary screen (AID 2058); inhibition, % at 10 µM, or IC50 in µM where a hit was titrated; U2OS GPR35 beta-arrestin-GFP translocation imaging, zaprinast antagonism; higher % means a stronger effect; hit rate 0.052% among 290,000;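 active = inhibition of at least 50% with at least 30 cells and total cytoplasm GFP at most 10,000,000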
# GPR55 beta-arrestin = GPR55 agonists via beta-arrestin recruitment, primary screen, imaging, U2OS cells, beta-arrestin-GFP redistribution (AID 1961) | hit rate 0.048% among 290,000 | activation, % at 10 µM, or EC50 in µM where a hit was titrated | U2OS GPR55 beta-arrestin-GFP redistribution imaging; higher % means a stronger effect;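 active = activation above 40% with more than 50 cells counted in the well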;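 also: U2OS osteosarcoma cells stably expressing GPR55 and beta-arrestin-GFP; plate controls were DMSO negative control for no effect and LPI positive control for full effect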
# NTR1 agonist cell count 20 µM = also measured in NTR1 agonist; calls as there; cell count; measured here: cell count, cytotoxicity flag
# Dengue-2 NS5 capping pilot replicate = second read-out of Dengue-2 NS5 capping, no call of its own (marks repeat the call); inhibition, %; measured here: pilot screen replicate inhibition
# * marks the source's active call; other numbers are inactive results; / = not tested or not shown; [ ] = dose if it differs, or a comment.
SMILES,GPR55 LPI antagonism,NTR1 agonist,NTR1 agonist cell count 20 µM,HIV peptide binding,AID2073,Siah-1 displacement,K1F lysis inhibition,Dengue-2 NS5 capping,GPR35 arrestin U2OS,GPR55 beta-arrestin,others
O=C(CN(CC1CCCO1)S(=O)(=O)c1ccc(S(=O)(=O)NC2CC2)cc1)Nc1ccccc1 (stereo unspecified),-9%,-0.5,62,-0.8%,-2%,13%,0.2%,-5%,5%,-0.2%,
COC(C[C@H]1O[C@H]1[C@H](O)[C@@H](C)OCc1ccccc1)OC,-6%,0.4,63,1.7%,9%,9%,2.6%,0%,12%,-0.1%,
CCOC(=O)[C@@H]1[C@H]2COc3ccccc3[C@@H]2N2C(=O)N(c3cccc(Cl)c3)C(=O)[C@]12C,15%,1.7,72,0.4%,-5%,-4%,1.6%,-1%,21%,0.0%,
O=C(OCC1CC(c2ccccc2)=NO1)c1ccc(Cl)cc1 (stereo unspecified),18%,-0.9,50,0.3%,-2%,-2%,5.0%,0%,10%,0.6%,
COc1ccccc1NCCC(=O)OCC(=O)NC1CC1,-3%,-1.6,77,-1.4%,-28%,-1%,0.5%,9%,3%,-0.1%,
O=C(NCc1ccc2c(c1)OCO2)C1CC(=O)N(c2ccc(O)cc2)C1 (stereo unspecified),11%,0.5,47,0.8%,-2%,1%,0.4%,-4%,-8%,-0.2%,
Cc1ccc2cc3cc(C(=O)NC4CC4)oc3nc2c1,8%,-0.7,53,-2.1%,20%,-6%,2.0%,-4%,1%,-0.1%,
Cc1ccc(C(=O)CSc2nnc(-c3c[nH]c4ccccc34)o2)cc1,1%,4.9,81,-0.3%,5%,-2%,-0.2%,-2%,9%,0.7%,Dengue-2 NS5 capping pilot replicate=-1.7
CC(NC(=O)Cn1ncc(Cl)c(Cl)c1=O)C12CC3CC(CC(C3)C1)C2 (stereo unspecified),3.9µM*,/,/,5.6%,8%,14%,3.8%,-10%,1.1µM*,1.6%,
COc1ccc(N(CC(=O)Nc2ccccc2F)S(=O)(=O)c2ccc(OC)c(OC)c2)cc1,2%,0.2,59,-0.2%,1%,9%,-0.9%,-2%,-10%,-0.1%,
O=C(/C=C/c1ccc(F)cc1)NC(=S)N1CCCCC1c1cccnc1 (stereo unspecified),-2%,-0.4,46,-1.1%,-21%,5%,-0.9%,5%,4%,-0.1%,
CN(C)c1ccc(CNCCC(Cc2ccccc2)c2ccco2)cc1 (stereo unspecified),9%,7.9,58,-1.2%,7%,-7%,0.3%[50 µM],-6%,-7%,0.3%,
Cc1cc(C)c2c(=O)n(CC(=O)Nc3ccc(Br)c(C)c3)sc2n1,4%,1.5,73,3.7%,/,3%,0.2%[50 µM],-16%,19%,0.7%,
COc1ccc(NC(=O)c2nn(C)c3c2CS(=O)(=O)c2ccccc2-3)cc1,2%,1.6,66,2.5%,14%,6%,1.6%,-12%,2%,0.8%,
O=c1c2c(-c3ccc([N+](=O)[O-])cc3)csc2nc2n1CCCCC2,0%,1.1,62,-0.7%,5%,3%,0.2%,-10%,1%,0.2%,
COC(=O)C(NNc1ccccc1)(NC(=O)c1cccc(F)c1)C(F)(F)F (stereo unspecified),0%,-1.8,78,9.6%,-58%,-3%,-0.1%,-6%,4%,0.0%,
O=C1c2nc3ccccn3c2C(=O)N1Cc1ccccc1,10%,0.5,75,-3.6%,4%,-5%,4.3%,0%,8%,-0.1%,
CCCOc1ccc(C(C)(O)CN2CCOCC2)cc1 (stereo unspecified),7%,-0.7,55,-0.9%,0%,5%,0.5%,-9%,0%,-0.1%,
O=C(c1ccc(Br)o1)N1CCN(Cc2ccc3c(c2)OCO3)CC1,0%,1.9,50,-1.9%,-14%,3%,0.3%,-9%,-3%,0.2%,
O=C(O)CCSc1ncnc2sc(-c3ccccc3)cc12,-9%,2.2,58,3.4%,10%,-1%,0.1%,-9%,-12%,-0.2%,
CCCCNC(=S)NNC(=O)c1cc(-c2ccncc2)nc2ccccc12,6%,-0.8,44,2.1%,-27%,-6%,0.1%,1%,15%,0.0%,
COc1cc2c(cc1NC(=O)C(C)OC(=O)/C=C/c1ccc(OC(F)F)cc1)oc1ccccc12 (stereo unspecified),14%,-1.6,101,-2.4%,4%,6%,0.1%,/,8%,1.0%,
O=C(O)COc1ccc(S(=O)(=O)c2ccc(OCC(=O)O)cc2)cc1,-2%,-1.6,78,-1.8%,-2%,-3%,0.2%,-5%,13%,0.0%,
COc1cc(/C=N/NC(=O)C2CCN(CC(O)COCc3ccccc3)CC2)ccc1O (stereo unspecified),-7%,-0.3,82,0.1%,-2%,3%,0.1%,-4%,3%,0.1%,
CCN(CC)S(=O)(=O)c1ccc(OC)c(NC(=O)COc2ccc3c(C)cc(=O)oc3c2)c1,-2%,-0.4,72,2.4%,1%,9%,0.0%,-1%,-1%,-0.1%,
CCOc1ccc(N2C(=O)CC(Sc3ccccc3C(=O)O)C2=O)c([N+](=O)[O-])c1 (stereo unspecified),15%,-1.5,60,-1.0%,24%,5%,-1.2%,-10%,-5%,-0.9%,
COc1ccc(OCCCC(=O)Oc2ccc(OC)cc2)cc1,-6%,0.7,72,-1.6%,-5%,-3%,-0.2%,3%,0%,-0.1%,
CCOC(=O)c1c(NC(=O)Cn2cnc([N+](=O)[O-])n2)sc2c1CCCC2,7%,6.0,45,-2.5%,-13%,4%,1.9%,1%,-5%,-0.3%,
O=C(Cc1coc2ccc3ccccc3c12)N1CCc2ccccc21,-5%,7.7,59,4.8%,8%,3%,0.5%,3%,4%,-0.4%,Dengue-2 NS5 capping pilot replicate=5.8
NC(=O)[C@@H]1CCCCNc2c(F)cc([N+](=O)[O-])cc2C(=O)N[C@@H](CC(=O)O)C(=O)NCC(=O)N1,-3%,0.9,57,5.2%,-13%,3%,2.5%,-2%,-3%,0.6%,
O=C(C1CCCN(Cc2ccccc2C(F)(F)F)C1)N1CCCCC1 (stereo unspecified),1%,-0.3,55,-0.6%,-5%,0%,3.7%,1%,18%,-0.1%,
O=C(CCC1CCCC1)N1CCN(S(=O)(=O)Cc2ccccc2)CC1,1%,-0.8,61,-4.0%,2%,2%,0.2%,-6%,4%,-0.5%,
O=C(CN1CCCCC1)Nc1ccccc1,3%,-1.9,97,3.6%,-10%,2%,-0.6%,4%,-9%,-0.2%,
O=C1CSC(=O)N1CC(O)COc1ccc(Cl)cc1 (stereo unspecified),4%,-0.9,47,1.1%,-8%,3%,-0.1%,-1%,3%,-0.2%,
CCOC(=O)c1sc2cc([N+](=O)[O-])cc(SCCO)c2c1N,0%,-0.7,41,2.8%,16%,-4%,-1.3%,-6%,2%,3.6%,
O=C(c1ccc(CS(=O)c2ccccc2Cl)o1)N1CCCCCC1 (stereo unspecified),6%,1.1,53,-1.4%,-8%,2%,0.3%,-10%,-3%,0.3%,
CC1CCc2c(sc(NC(=O)c3ccc(Cn4cc([N+](=O)[O-])cn4)o3)c2C#N)C1 (stereo unspecified),4%,0.2,51,0.3%,12%,-6%,1.4%,2%,-3%,0.0%,
CC(C)CC(=O)N=Nc1c(O)[nH]c2ccccc12,-17%,-2.5,94,-1.2%,9%,-1%,0.0%,0%,2%,0.0%,
CCSc1ccc(-c2nn(-c3ccccc3)cc2/C=C(/C#N)C(=O)NCCCOC)cc1,0%,/,/,1.2%,48%,3%,1.8%[50 µM],2%,-17%,0.9%,
O=C(NCCCN1CCOCC1)NC1CCCCC1,10%,1.2,51,0.2%,2%,3%,0.6%,-3%,-5%,-0.4%,
C[C@]1(C(=O)NCCc2c[nH]c3ccccc23)C=C[C@@H](Cc2ccccc2)N1C(=O)c1ccccc1,-17%,4.4,95,0.8%,0%,-5%,0.5%,-14%,4%,0.6%,
CC1(C)C2CCC1(C)C1(C2)NC(=O)c2ccccc2O1 (stereo unspecified),-8%,17,46,0.9%,-4%,2%,-0.3%,-5%,25%,0.5%,
CSc1nc(-c2ccc(Cl)cc2)c(C#N)c(=O)n1C,-17%,1.3,49,-1.0%,7%,0%,0.9%,-8%,-6%,-0.1%,
Cc1cc(C)cc(NC(=O)c2ccc(CN3CCc4ccccc4C3)cc2)c1,4%,2.4,46,0.5%,2%,2%,0.3%,-3%,-6%,-0.2%,Dengue-2 NS5 capping pilot replicate=4.2
COc1cccc2cc(C(=O)c3ccccc3)oc12,0%,2.8,35,-1.0%,-2%,-7%,-0.6%,4%,12%,0.2%,
Cc1csc(NC(=O)c2ccccc2O)n1,4%,-0.2,33,0.3%,2%,-7%,0.4%,3%,14%,0.2%,
O=C(NC(=S)NNC(=O)c1ccccc1O)c1ccco1,11%,/,/,8.2%,-16%,-10%,2.2%,-2%,-1%,-0.1%,
O=C(Nc1nc2ccccc2[nH]1)c1ccc(Cl)c([N+](=O)[O-])c1,-7%,-1.1,69,-3.3%,-1%,-3%,0.7%,-3%,22%,0.0%,
O=C(c1ccc2c(c1)OCCO2)C1CCN(C(=O)c2ccc(F)cc2)CC1,-11%,0.1,54,-1.4%,-13%,-1%,1.0%,2%,8%,-0.2%,
CCOc1ccc(N2C(=O)CSC23CCCCC3)cc1,-10%,-0.5,72,-0.8%,2%,-3%,3.7%,9%,19%,-0.2%,
COc1ccc(CCNC(=O)Cc2cc(OCc3ccccc3)c(OC)cc2[N+](=O)[O-])cc1OC,14%,-0.1,46,-3.8%,3%,3%,-0.5%,0%,6%,-0.3%,
CCCCNC(=O)N(C)c1nncnc1C(=O)NC,-9%,-0.8,43,1.7%,-5%,-1%,0.9%,-2%,-6%,-0.1%,
O=Nc1ccc(NOC(=O)c2ccccc2Br)cc1,-4%,1.4,42,-1.2%,-9%,-1%,-0.1%,-12%,-7%,-0.2%,
COc1ccc(OCc2cc(C(=O)N3CCCC3)no2)c2ccccc12,-13%,3.5,68,1.6%,9%,-8%,1.2%[50 µM],2%,47%,0.5%,
CCCC(=O)Nc1ccc(C=C(C(C)=O)C(C)=O)cc1,24%,2.4,52,-1.6%,6%,-2%,/,/,2%,-0.3%,

# Assay outcomes (PubChem)
